TIM10 inh – growth inhibitors of isogenic TIM10 control yeast, primary screen, counter-screen for tim10-1 yeast inhibitor project, luminescence, uHTS; S. cerevisiae TIM10 strain growth, BacTiter-Glo luminescence, 24 h; inhibition, % at 10 µM; hit rate 1.4% among 330,000; AID 463195, 2010;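 active = inhibition of 40% or more at the single tested concentration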;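 note: wild-type TIM10 isogenic control strain grown at permissive 25 °C; 0% = DMSO yeast wells and 100% = minimal medium wells without yeast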
NR3A LBD binder – binders of NR3A ligand-binding domain, primary screen, biophysical, differential scanning fluorimetry, uHTS; Tm shift relative to glycine control, % at 25 µM; hit rate 2.5% among 340,000; AID 1259313, 2017; Glutamate receptor ionotropic, NMDA 3A (GRIN3A) ligand-binding domain; NR3A LBD differential scanning fluorimetry, Tm shift; 0% = protein alone, 100% = glycine-bound protein;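 active = melting temperature shift of at least 10% of the positive control shift, at one fixed dose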
NALP3 yeast inh – NALP3 inflammasome inhibitors in reconstituted yeast, primary screen, luminescence, uHTS | AID 2825, 2010 | Yeast reconstituted NLRP3/ASC/caspase-1, beta-gal luminescence, 24 h | inhibition, % at 10 µM | hit rate 0.39% among 330,000;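 active = inhibition of 50% or more; inactive = inhibition below 50%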;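 note: plate controls were induced DMSO wells for no effect and uninduced yeast grown without galactose for full effect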
tim23-1 inh – growth inhibitors of tim23-1 mutant yeast, primary screen, luminescence, uHTS; S. cerevisiae tim23-1 growth, BacTiter-Glo luminescence, 24 h; inhibition, % at 20 µM; hit rate 1.3% among 330,000;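 active = growth inhibition of the mutant yeast at or above 50%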;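 note: temperature-sensitive mutant grown at 25 °C; plate controls were DMSO-treated mutant yeast for no effect and medium wells lacking yeast for full effect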
MPTP block – mitochondrial permeability transition pore inhibitors, primary screen, biochemical, isolated mouse mitochondria, absorbance; AID 602449, 2012; Ca2+ swelling absorbance, 30 min; inhibition, % at 10 µM; hit rate 1.4% among 360,000;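 active = inhibition of 50% or more, scaled per plate between neutral and stimulator controls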;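 note: 0% = DMSO wells given calcium and 100% = 1 mM EGTA wells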
tim10-1 inh – growth inhibitors of tim10-1 mutant yeast, primary screen, luminescence, uHTS | S. cerevisiae tim10-1 ts strain growth, BacTiter-Glo, 24 h | inhibition, % at 20 µM | hit rate 2.2% among 330,000 | AID 463190, 2010;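 active = inhibition of at least 40%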;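 note: mutant grown at 25 °C; 0% = DMSO wells with yeast and 100% = wells holding no yeast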
beta cell repl – inducers of MIN6 beta-cell proliferation, primary screen, ATP luminescence, uHTS | proliferation, % at 10 µM | MIN6 cells proliferation, ATPlite luminescence, 48 h; cells starved in 0.2% serum; 100% = growth in 10% serum | hit rate 0.29% among 330,000 | AID 2380, 2010;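 active = compounds whose signal lies at least 3.5 SD above the mean of all wells on their plate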;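 note: 0% = DMSO-treated cells in low-serum medium and 100% = 10% serum control; some compounds called inactive have numbers as strong as hits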
APJ ag – agonists of human apelin receptor APJ, primary screen, CHO-K1 cells, PathHunter beta-arrestin, luminescence. P35414. 0% DMSO wells, 100% apelin. activation, % at 20 µM. hit rate 0.11% among 330,000;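 active = activation more than six SD over the plate average, tested at 20 µM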;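 note: 0% = DMSO alone and 100% = apelin-13 at 10 nM; some results filed as inactive read as strong as hits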
Target sequence (P35414 whole entry, looked up): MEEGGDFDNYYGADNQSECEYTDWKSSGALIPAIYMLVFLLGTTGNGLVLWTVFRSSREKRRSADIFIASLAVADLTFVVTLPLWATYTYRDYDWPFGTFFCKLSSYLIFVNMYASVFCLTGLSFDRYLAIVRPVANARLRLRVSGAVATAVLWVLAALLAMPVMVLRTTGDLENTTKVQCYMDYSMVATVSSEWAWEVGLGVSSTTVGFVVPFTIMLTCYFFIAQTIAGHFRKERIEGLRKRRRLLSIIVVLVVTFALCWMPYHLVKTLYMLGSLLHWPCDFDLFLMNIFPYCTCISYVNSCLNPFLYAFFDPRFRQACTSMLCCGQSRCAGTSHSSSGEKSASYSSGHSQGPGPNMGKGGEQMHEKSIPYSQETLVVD
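Assay system: CHO-K1 APJ beta-arrestin complementation cell line / Compound: single test compound dose, 20 µM final, 1% DMSO / Times: overnight seeding, 90 min compound at 25 °C, 1 h detection / Technique: beta-gal luminescence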
APJ antag – antagonists of human apelin receptor APJ, primary screen, CHO-K1 cells, beta-arrestin complementation, luminescence; P35414; inhibition, % at 20 µM; hit rate 0.32% among 330,000; AID 2521, 2010;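 active = inhibition above about 40% at 20 µM, limit read from the data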;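 note: cells challenged with 10 nM apelin-13 agonist together with compound; plate controls were apelin-13 plus DMSO wells for no effect and DMSO wells lacking apelin-13 for full effect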
Numbers without * were called inactive; & = joins results of further samples.

canonical_smiles	tim23-1 inh	tim10-1 inh	APJ antag	NALP3 yeast inh	beta cell repl	APJ ag	MPTP block	TIM10 inh	NR3A LBD binder
O=C(OCC(=O)N1CCC(Cc2ccccc2)CC1)c1cncc(Br)c1	48	-63	15	21	-3	1	-1.1	0	4
CCOc1ccc(C(C)NC(=O)CN2C(=O)NC3(CCCCC3)C2=O)cc1OCC (stereo not drawn)	8	0	-19	10	0	-3	0.3	7	2
COc1ccc2nc(NC(=O)c3cc(C)oc3C)sc2c1	34	30	1	9	-4	-2	-1.5	28	-2
COC(=O)c1ccc(C2C(Oc3ccccc3C)C(=O)N2CCc2ccc(OC)c(OC)c2)cc1 (stereo not drawn)	24	16	-7	13	-5	-6	0.0	26	2
COC(=O)/C=C/CSC1=N/C(=C/c2ccc(-n3cncn3)cc2)C(=O)N1	10	29	5	3	0	-1	1.2	-1	-4
CCOc1ccc(C(=O)NCC(=O)NCC(c2ccc(OC)cc2)N2CCOCC2)cc1OCC (stereo not drawn)	-11	-16	17	2	0	-4	-2.6	-12	1
CC1C(=O)NN=C1C(=O)N/N=C/c1ccco1 (stereo not drawn)	12	8	7	2	-2	1	-0.5	-15	1
CCC(Cc1ccccc1)NS(=O)(=O)c1csc(C(N)=O)c1 (stereo not drawn)	8	-3	6	16	-1	-8	-1.3	5	0
CCN(c1ccccc1)S(=O)(=O)c1ccc(C(=O)Nc2nnc(C3CC3)o2)cc1	17	23	7	17	-4	-4	0.1	20	-8
CC(CC(=O)O)CC(=O)Nc1nncs1 (stereo not drawn)	-2	-13	19	-9	1	-2	-0.2	0	-1
CCOC(CNC(=O)c1ccc2c(c1)ncn2-c1cccc(F)c1)OCC	5	7	11	-1	-3	-5	1.7	11	-3
CC1CCCN(C(=O)CCNS(=O)(=O)c2ccc3c(c2)c(=O)n(C)c(=O)n3C)C1 (stereo not drawn)	1	-10	5	1	-6	-3	-1.8	0	0
COCCN1CCC(CNCc2c(C(=O)N3CCCCC3)nc3c(C)cccn23)C1 (stereo not drawn)	-3	14	1	3	-1	-4	1.2	7	-1
Cc1c(Cl)c([N+](=O)[O-])nn1CC(=O)NC(C)c1ccccc1 (stereo not drawn)	14	8	15	11	1	-3	0.3	2	-2
CCc1nnc(NC(=O)CSc2nc(-c3ccccc3)cc(-c3ccc(OC)cc3)c2C#N)s1	-2	2	3	15	0	-4	0.3	-5	0
Cc1ccc(S(=O)(=O)/N=C(/Nc2ccccn2)c2ccc(Cl)cc2)cc1	19	19	10	25	-3	-4	-1.0	19	0

Given field by field: entries from further up
Cc1ccc(S(=O)(=O)/N=C(/Nc2ccccn2)c2ccc(Cl)cc2)cc1
  tim23-1 inh: 19
  tim10-1 inh: 19
  APJ antag: 10
  NALP3 yeast inh: 25
  beta cell repl: -3
  APJ ag: -4
  MPTP block: -1.0
  TIM10 inh: 19
  NR3A LBD binder: 0
CC1CCCN(C(=O)CCNS(=O)(=O)c2ccc3c(c2)c(=O)n(C)c(=O)n3C)C1 (stereo not drawn)
  tim23-1 inh: 1
  tim10-1 inh: -10
  APJ antag: 5
  NALP3 yeast inh: 1
  beta cell repl: -6
  APJ ag: -3
  MPTP block: -1.8
  TIM10 inh: 0
  NR3A LBD binder: 0

(listing goes on)
canonical_smiles	tim23-1 inh	tim10-1 inh	APJ antag	NALP3 yeast inh	beta cell repl	APJ ag	MPTP block	TIM10 inh	NR3A LBD binder
Cc1nc(C)c(C(=O)Nc2ncc([N+](=O)[O-])s2)o1	18	9	21	1	-3	-1	-2.3	2	-3
COCc1cccc(C2=CC(=O)C[C@H](c3ccc(F)cc3)C2)c1	39	16	7	1	-4	-3	-0.1	-2	-4
N#CC1=C(N)SC(N)=C(C#N)C1c1c(Cl)cccc1Cl	33	31	-26	3	-4	-1	5.9	27	-12
O=C(CSc1nnnn1-c1ccc(F)cc1)Nc1ccc(N2CCOCC2)c(Cl)c1	11	-2	-23	-4	0	-3	1.0	4	-10
Cc1ccc(C(=O)N(C)Cc2nc3ccccc3c(=O)[nH]2)cc1NC(=O)c1ccco1	0	-6	6	6	-2	-1	0.5	-9	-1
COCCn1c(SCC(=O)Nc2cc(C(C)(C)C)nn2-c2ccccc2)nnc1-c1ccncc1	0	7	8	9	6	-6	-2.9	7	-5
CCCC(=O)N(Cc1cccnc1)c1nc2c(OC)ccc(Cl)c2s1	13	32	8	15	-2	-4	0.0	12	-10
O=C(Cc1ccccc1)Nc1ccc2[nH]ncc2c1	9	2	-1	12	1	-3	0.3	7	0
COc1ccc(NC(=O)CN(C)S(=O)(=O)c2ccc3c(c2)CC(C)N3C(C)=O)cc1OC (stereo not drawn)	2	10	5	8	2	-2	-0.4	-4	0
CC(=O)c1ccccc1OCCOCCOc1ccccc1C(C)=O	15	6	11	17	0	0	6.5	4	2
CC(NC(=O)C1(S(=O)(=O)c2ccc(Cl)cc2)CC1)c1ccccc1 (stereo not drawn)	17	34	-5	7	0	-2	-0.8	-6	2
Cc1ccn2c(NC3CCCC3)c(-c3ccncc3)nc2c1	16	-1	-4	2	-3	0	2.4	11	-2
O=C(NC1CCN(Cc2ccccc2)CC1)c1ccc(Cl)cc1Cl	12	-24	-9	24	-2	-2	1.4	-28	0
O=C(Cn1[nH]c(=O)c2ccccc2c1=O)OCC(=O)c1ccccc1Cl	16	13	24	25	-2	-12	-1.3	2	0
CCOC(=O)CN1C(=O)N[C@@H](c2ccccc2)C(C(C)=O)=C1C	2	-5	9	6	-1	1	0.8	-1	-1
CC(C)(C)c1csc(SCC(=O)Nc2ccc(Cl)cn2)n1	38	43*	10	28	-3	-3	11	23	0
O=C(N/N=C/c1c(Cl)[nH]c2ccccc12)c1ccc2c(c1)OCCO2	-5	-43	-10	13	-1	-3	0.6	15	18*
Cc1oc2c(CN3CCOCC3)c(O)ccc2c(=O)c1-c1ccc(Br)cc1	28	20	-18	13	-2	-1	-2.6	-7	1
Cc1nn(-c2ccccc2)c(OC(=O)c2cccs2)c1S(=O)(=O)c1ccccc1	58*	29	-3	3	1	-2	-0.7	31	4
CN(C(=O)COC(=O)c1cccc(Cl)c1)C1CCS(=O)(=O)C1 (stereo not drawn)	9	-1	-13	16	-4	-7	-1.2	4	1
Cc1ccc(NC(=S)NN2CCOCC2)c(C)c1	6	20	-22	-3	-1	-1	1.1	11	1
Cc1nc(SCC(=O)NC2CCCC2)[nH]c(=O)c1C	-1	4	2	14	-1	1	-1.8	-4	-1
C(=C\c1ccccc1)/C=N/Nc1nc2ccccc2s1	14	-17	-6	23	-4	-6	7.5	-6	-4
O=c1/c(=C\c2cc([N+](=O)[O-])cc([N+](=O)[O-])c2O)sc2nc3ccccc3n12	23	24	-21	-2	-6	-2	32	19	31*

Look-ups from the results shown:
tim23-1 inh, Cc1ccc(NC(=S)NN2CCOCC2)c(C)c1 : 6
NR3A LBD binder, O=c1/c(=C\c2cc([N+](=O)[O-])cc([N+](=O)[O-])c2O)sc2nc3ccccc3n12 : 31*
tim10-1 inh, Cc1nc(SCC(=O)NC2CCCC2)[nH]c(=O)c1C : 4
APJ antag, C(=C\c1ccccc1)/C=N/Nc1nc2ccccc2s1 : -6

The results go on.
canonical_smiles	tim23-1 inh	tim10-1 inh	APJ antag	NALP3 yeast inh	beta cell repl	APJ ag	MPTP block	TIM10 inh	NR3A LBD binder
NS(=O)(=O)c1ccc(N2CCOCC2)c(C(=O)NCc2cccs2)c1	8	4	2	12	-2	-5	-0.5	-7	0
Cc1ccc(-c2cc(C(=O)O)c3cc(Br)ccc3n2)s1	8	-3	6	12	-4	0	0.9&0.7	-16	-17&-6
NC(=O)C1(N2CCCCC2)CCN(CC(=O)Nc2ccccc2Sc2ccccc2)CC1	27	7	14	14	0	1	2.0	24	-2
COc1ccc(-c2nnc(SCC(=O)NC3CCCCC3)o2)cc1OC	10	17	10	14	5	-4	-0.2	4	-3
O=C(CCCN1C(=O)c2ccccc2C1=O)Oc1ccc(Cl)cc1	2	24	-21	13	-3	7	-1.2	2	1
Cc1ccccc1S(=O)(=O)Cc1ccc(C(=O)NC2CCC(C)CC2)o1 (stereo not drawn)	16	22	1	7	0	-4	-1.2	-7	1
COc1ccc(-c2n[nH]c(=S)n2-c2ccc(Br)cc2)cc1OC	19	-2	-21	28	-2	-1	0.9	-1	-2
Cn1c(N2CCCC2)nc2c1c(=O)n(Cc1cccc(F)c1)c(=O)n2C	25	37	-5	34	0	-1	2.7	17	0
Cc1nc2c(C)cccn2c(=O)c1NC(=O)c1ccco1	8	4	21	2	6	-6	-0.3	7	0
COc1cccc(NC(=O)COc2nc3ccccc3nc2C)c1	-6	10	0	12	1	-1	0.3	-7	-12
OCCNc1nc(N2CCCCC2)nc2ccccc12	-3	-3	-14	13	-3	-3	0.0	-11	-1
Cc1ccnc2nc(C(=O)OCC(=O)NCc3cccc(Cl)c3)nn12	15	6	-4	-1	0	-3	3.9	-9	1
Cc1cccc(C(=O)O/N=C2\CCS(=O)(=O)c3sccc32)c1	2	-8	8	23	-1	-2	6.2	-9	-1
COc1ccc(/C=N/NC(=O)CN2CCSCC2)cc1C	9	1	-2	20	1	-3	-1.3	-7	-1
CC1CCN(C(=O)c2ccc3c(c2NCCO)C(=O)c2ccccc2C3=O)CC1	40	42*	-1	10	0	-1	6.5	22	0
C=CCNc1nc2c(c(=O)n(C)c(=O)n2C)n1CC	9	6	0	-3	0	-1	7.3	1	0
COCCn1nnnc1C(CC(C)C)N1CCN(c2nc3ccccc3s2)CC1 (stereo not drawn)	37	44*	23	16	-1	-2	-0.7	25	-2
CC(C)OC(=O)C1CC=CCC1C(=O)Nc1ccc(Cl)cc1 (stereo not drawn)	30	14	16	-6	-1	-4	0.4	11	2

Shown as a hit in NR3A LBD binder, of those listed so far:
molecule	APJ antag	NALP3 yeast inh	MPTP block	NR3A LBD binder
O=C(N/N=C/c1c(Cl)[nH]c2ccccc12)c1ccc2c(c1)OCCO2	-10	13	0.6	18*
O=c1/c(=C\c2cc([N+](=O)[O-])cc([N+](=O)[O-])c2O)sc2nc3ccccc3n12	-21	-2	32	31*

Rows are unselected. Share with any hit: about 7.2%.
